Compound activity from PubChem.
NFkB transloc pot: enhances IL-1B driven NFkB nuclear translocation. HUVEC IL-1B NFkB p65 nuclear translocation imaging. activation, % at 2 µM. hit rate 0.3% among 94,000. AID 819;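 active means activation above 40%, about the mean plus 3 SD, also judged a hit on visual image review; inconclusive means activation above 40% but not a hit on visual review; inactive means activation not above 40% and no visual hit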;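 further: percent activation is computed from the nuclear over cytoplasmic p65 intensity ratio; values of inactives mirror those of a sister screen read the other way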
PLAP inhibition: inhibition of human placental alkaline phosphatase – biochemical, luminescence, HTS (AID 690). purified PLAP, luminescent substrate; higher % means a stronger effect. inhibition, % at 20 µM, or IC50 in µM where a hit was titrated. hit rate 0.08% among 96,000; in the data active means a potency from the dose series; inactive means the rest, 99 in 100 with inhibition below about 30%; further: strong numbers were not always called active
MRP reversal: compounds reversing MRP-mediated drug resistance; H69AR cells + 2 uM doxorubicin, CellTiter-Glo, 72 h; differential viability (reversal), % at 10 µM; hit rate 0.04% among 85,000;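 active means viability drop by adding the cancer drug above about 55%, with treated viability meeting a 40% cutoff, limit read from the data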;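 further: viability without doxorubicin minus viability with 2 µM doxorubicin for each compound; larger differential means the compound sensitizes cells more to doxorubicin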
Bcl-B TR3 displacers: displacers of TR3 peptide from Bcl-B, primary screen, selectivity assay for Bfl-1 inhibitor project, biochemical, fluorescence polarization. FP displacement of FITC-TR3 peptide from Bcl-B; higher % means a stronger effect. displacement, % at 20 µM; hits with a dose series show IC50 in µM. hit rate 0.11% among 96,000. AID 748;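 active means displacement above 50% at 20 µM plus a fluorescence interference ratio under 1.5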;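 further: plate controls were wells without compound for no effect and wells lacking Bcl-B protein for full effect; a part of the inactive calls stands beside numbers as strong as those of hits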
NFkB transloc inh: blocks IL-1B driven NFkB nuclear translocation in HUVEC cells. HUVEC IL-1B NFkB p65 nuclear translocation imaging. inhibition, % at 2 µM. hit rate 0.43% among 94,000. AID 796;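 active means inhibition above about 30% together with a positive call from visual inspection of the well image, limit read from the data; inconclusive means inhibition above a set limit but visual check negative; inactive means inhibition not above a set limit, visual check negative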;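 further: nuclear over cytoplasmic p65 intensity ratio measured by imaging; 0% = IL-1B stimulated DMSO wells and 100% = unstimulated DMSO wells; values of inactives mirror those of a sister screen read the other way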
MRP reversal cytotoxicity: further read-out of MRP reversal, marked with its call; viability, %; H69AR cells, CellTiter-Glo, 72 h; measured here: cytotoxicity without doxorubicin
MRP reversal with doxorubicin: further read-out of MRP reversal, marked with its call; viability, %; measured here: viability with 2 uM doxorubicin; hits give low values
NFkB transloc inh cell count 2 µM: recorded beside NFkB transloc inh, whose call it bears; cell count; measured here: cells passing quality filter;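 raw number of nuclei counted in each imaged well without normalization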
NFkB transloc pot cell count 2 µM: recorded beside NFkB transloc pot, whose call it bears; cell count; measured here: cells passing quality filter
* = called active by the depositor; ? = inconclusive; . = not tested or not shown. Only part of the results is shown; the hit share may differ from the screen's.

SMILES	NFkB transloc pot	NFkB transloc pot cell count 2 µM	PLAP inhibition	MRP reversal	MRP reversal cytotoxicity	MRP reversal with doxorubicin	Bcl-B TR3 displacers	NFkB transloc inh	NFkB transloc inh cell count 2 µM
COc1ccc2[nH]c(=O)c(CN(CCO)C(=O)NCc3ccccc3)cc2c1	0	163	0%	2	97	95	1%	0	163
CCN(c1ccccc1)c1ncnc2c1cnn2-c1ccccc1	-9	149	-54%	-1	80	81	8%	9	149
COc1cc(/C=N/NC(=O)c2cccc([N+](=O)[O-])c2)ccc1OCc1ccccc1	8	146	.	.	.	.	-7%	-8	146
CC1(C)Cc2ccccc2-c2nc(-c3ccccc3)oc(=O)c21	-8	173	24%	-13	98	111	0%	8	173
CC(=O)Nc1c(C(=O)O)oc2ccccc12	-15	116	-2%	-15	81	95	-2%	15	116
O=C(NCc1ccc2c(c1)OCO2)C1CC(=O)N(c2ccc(O)cc2)C1 (stereo not given)	-2	108	5%	-4	109	112	-5%	2	108
CCN1C(=O)c2ccccc2S(=O)(=O)c2ccc(C(=O)N3CCOCC3)cc21	6	170	-24%	19	89	70	-1%	-6	170
CC(NC(=O)CCCN1C(=O)c2ccccc2C1=O)c1ccc2c(c1)CCCC2 (stereo not given)	-19	152	15%	.	.	.	-6%	19	152
Cc1cc(C(=O)O)c2ccccc2n1	-2	170	-42%	13	101	88	-16%	2	170
O=C(NCC12CC3CC(CC(C3)C1)C2)c1nn2c(c1Cl)NC(c1ccco1)CC2C(F)(F)F (stereo not given)	-4	106	-13%	-1	65	67	3%	4	106
CC(C(=O)NCCC1=CCCCC1)N1C(=O)c2ccccc2C1=O (stereo not given)	-6	85	-9%	11	98	87	5%	6	85
O=C(NCc1cccnc1)c1cccc(Cl)c1	3	200	-13%	-3	87	90	-2%	-3	200
O=C(CS(=O)CC(=O)Nc1cccc2c1CCCC2)Nc1ccc(F)cc1 (stereo not given)	-3	149	19%	16	94	78	2%	3	149
CCCOc1ccc(-c2nc(C#N)c(N3CCc4ccccc4C3)o2)cc1	3	163	-13%	18	102	84	5%	-3	163
CC1(C)CC(=O)c2cn3c(nc2C1)nc1ccccc13	5	89	-14%	-6	71	77	-6%	-2	89
CCC(=O)c1ccc(N2CCN(C(=O)COc3ccc(F)cc3)CC2)c(F)c1	34	141	-9%	23	97	74	5%	-34	141
Fc1cc2nccnc2cc1N1CCSCC1	19	142	16%	-6	69	75	-5%	-19	142
COC(=O)C1=C(CSCc2ccccc2)NC(=O)NC1c1cc(C)ccc1C (stereo not given)	5	162	19%	-8	65	73	-5%	-5	162
CNc1nnc(CSc2nc(C)cc(C)n2)s1	31	175	19%	.	.	.	-2%	-31	175
O=C(c1ccccc1)N1CCN(CC#Cc2ccccc2)CC1	6	132	-6%	19	98	78	-11%	-6	132
CCn1c(SCC(=O)Nc2ccc3c(c2)OCCO3)nnc1-c1cccs1	-4	114	39%	8	106	98	4%	4	114
O=C(CCc1nc(-c2ccccc2F)no1)NCCc1ccccc1Cl	0	162	-7%	.	.	.	-8%	0	162
CCOC(=O)c1[nH]c2ccccc2c1NC(=O)COC	-3	180	5%	-14	73	87	-5%	4	180
Nc1cc(-c2ccccc2)nn1S(=O)(=O)c1ccc(F)cc1	5	161	58%	6	97	91	-8%	-5	161
O=C(NCc1ccc2c(c1)OCO2)c1cccc([N+](=O)[O-])c1	3	108	27%	.	.	.	-2%	-3	108
More compounds follow.
SMILES	NFkB transloc pot	NFkB transloc pot cell count 2 µM	PLAP inhibition	MRP reversal	MRP reversal cytotoxicity	MRP reversal with doxorubicin	Bcl-B TR3 displacers	NFkB transloc inh	NFkB transloc inh cell count 2 µM
Cc1c(-c2cccs2)[n+](=O)c2c(n1[O-])CCC2	-7	103	-31%	19	99	80	2%	7	103
CCN(CC)CCCNc1oc(-c2ccc(OC)c(OC)c2)nc1C#N	-13	61	-4%	8	88	80	3%	13	61
CCOc1ccc(S(=O)(=O)N2CCN(c3ccc(C)cc3C)CC2)cc1	28	54	-4%	7	95	88	-4%	-28	54
CC(C)=CCc1c(O)ccc(C(=O)Cc2ccccc2)c1O	-2	155	-13%	.	.	.	-2%	2	155
CCCCC(=O)NCCc1cc2c(OC)ccc(OC)c2[nH]c1=O	15	91	-36%	-11	85	95	0%	-15	91
COc1ccc(NC(=O)Cn2nnc(-c3ccccc3NC(=O)c3cccs3)n2)cc1	0	110	-7%	-7	8	14	-1%	0	110
CNCc1ccccc1OCC(=O)Nc1ccccc1	6	177	14%	1	96	95	11%	-6	177
CCc1ccc(NC(=O)N(CCCN2CCOCC2)Cc2cccs2)cc1	-1	193	-60%	7	87	80	0%	1	193
COC(=O)C1(Cc2ccccc2)NC(c2ccccc2C)C2C(=O)N(c3ccc4c(c3)OCO4)C(=O)C21 (stereo not given)	11	95	.	18	85	67	.	-11	95
CC1SC(c2cccc(Cl)c2)NC1=O (stereo not given)	19	92	-34%	3	107	104	-1%	-19	92
Oc1ccccc1C1=Nc2ncnn2C(c2ccc(F)cc2)C1 (stereo not given)	.	.	-33%	-1	82	83	2%	.	.
CCP(=O)(c1ccccc1)C(C)(C)O (stereo not given)	16	115	-30%	-3	100	103	-4%	-16	115
CCOc1ccc(S(=O)(=O)N/N=C2/CC(c3ccccc3)Oc3ccccc32)cc1 (stereo not given)	-8	169	-43%	.	.	.	-1%	8	169
Cc1csc(SCC(=O)Nc2ccc(Cl)cn2)n1	.	.	1%	-2	92	94	5%	.	.
COc1ccc(OC)c(S(=O)(=O)N2CCC(C(=O)Nc3cccc(C)c3C)CC2)c1	1	134	9%	-7	90	97	3%	-1	134
CCNC(=O)CC1C(=O)N(c2cccc(OC)c2)C(=O)N1CCOC (stereo not given)	9	112	-9%	-16	89	105	0%	-9	112
O=C(CCc1ccc(S(=O)(=O)NCCc2ccccc2)cc1)Nc1ccc2c(c1)OCO2	-9	70	10%	-12	89	102	9%	9	70
CSc1nccn1CC(=O)Nc1ccc(F)cc1	15	81	13%	2	97	95	-2%	-12	81
CC(OC(=O)CN(C)S(=O)(=O)c1ccc(Cl)cc1)C(=O)Nc1cccc(Cl)c1 (stereo not given)	-14	141	10%	.	.	.	4%	14	141
Cc1ccc(N2CCN(CCc3nc4cc(NC(=O)c5ccco5)ccc4n3C)CC2)cc1	29	128	-34%	4	7	2	-10%	-29	128
Cc1cc(C(=O)CSc2nnc(Nc3ccccc3F)s2)c(C)n1CC1CCCO1 (stereo not given)	2	188	-86%	-8	92	100	1%	-2	188
Cc1[nH]c2ccccc2c1C(=O)COC(=O)C1CCC(=O)N1 (stereo not given)	-2	134	1%	-7	85	92	2%	2	134
COc1ccc(/C=C2\CCCC3C2=NN(C(=O)c2scnc2C)C3c2ccc(OC)cc2)cc1 (stereo not given)	13	154	-69%	.	.	.	9%	-13	154
COc1ccc(C(=O)NC2CCN(C(=S)Nc3cccc(C)c3)CC2)cc1	7	142	-7%	.	.	.	-4%	-7	142
COC(=O)CCC(=O)c1oc2ccccc2c1NC(=O)CCCN1C(=O)c2ccccc2C1=O	-2	88	-4%	-37	88	125	0%	2	88
Following part
SMILES	NFkB transloc pot	NFkB transloc pot cell count 2 µM	PLAP inhibition	MRP reversal	MRP reversal cytotoxicity	MRP reversal with doxorubicin	Bcl-B TR3 displacers	NFkB transloc inh	NFkB transloc inh cell count 2 µM
C/C=C/c1ccc(OCCn2cncn2)c(OC)c1	-5	183	-8%	-2	88	91	1%	5	183
COc1ccc(Oc2nc(Oc3ccc(OC)cc3)nc(Oc3ccc(OC)cc3)n2)cc1	21	194	6%	-8	91	99	-6%	-21	194
COc1ccc(OC)c(NC(=O)c2nnn(Cc3ccc(Br)cc3F)c2N)c1	-2	52	12%	13	86	73	-2%	2	52
CCOc1cc(N2CCOCC2)c(OCC)cc1NC(=O)CSc1cccc[n+]1[O-]	70*	137*	-19%	15	92	77	-2%	-70	137
CCOc1ccc(NC(=O)C(CC)NC(=O)c2ccccc2CO)cc1 (stereo not given)	15	178	19%	-19	84	102	-8%	-15	178
CCCCCCc1cc2cc(-c3nnc(-c4cccc(OC)c4)o3)c(=O)oc2cc1O	0	89	.	-2	2	4	.	0	89
CCN(CC)c1nc2ccccc2nc1C(C#N)C(=O)NCCc1ccccc1 (stereo not given)	3	68	2%	18	93	75	104%	-3	68
COc1cccc(NC(=O)Nc2cc(C)ccc2F)c1	?	.	2%	-3	84	87	0%	-40	151
CCOCCn1c(CN2CCN(c3ccccc3)CC2)nc2c1c(=O)n(C)c(=O)n2C	1	162	.	0	85	85	.	-1	162
O=S(=O)(NCC1CCCO1)c1cccc(C(F)(F)F)c1 (stereo not given)	20	147	17%	-4	93	97	-7%	-20	147
CCCCCCc1nc2ccccc2c(=O)n1NC(=O)c1c(O)c2cccc3c2n(c1=O)CC3	9	129	.	-45	36	81	.	-9	129
Cc1noc(C)c1S(=O)(=O)N1CCCC(C(=O)N2CCc3ccccc3C2)C1 (stereo not given)	9	180	-80%	-15	66	81	-14%	-9	180
Cc1cc(Cl)ccc1OCC(=O)N1CC(C)CC(C)C1 (stereo not given)	14	113	-36%	22	96	74	4%	-14	113
Cc1nc2ccc(C(=O)N3CCSCC3)cc2s1	17	133	-13%	17	99	82	1%	-17	133
Cc1c(NC(=O)NCc2ccccc2)c(=O)n(-c2ccccc2)n1C	.	.	-19%	0	94	94	-16%	.	.
CCCCCC(=O)Nc1c(-c2ccc(OC)cc2)c(=O)c2ccccc2n1C	11	193	3%	10	102	92	-2%	-11	193
CN(C)c1ccc(Nc2nc(-c3cccnc3)cs2)cc1	.	.	-5%	5	94	88	-10%	.	.
Cc1nnc2c(NC(C)C)nc3ccccc3n12	3	140	6%	2	72	70	-6%	-3	140
Clc1ccc(OCCCCSc2ncccn2)cc1	1	155	22%	9	95	86	-99%	-1	155
CCOC(=O)C1[C@H]2C(=O)N(CCCOC)C[C@]23C=C[C@H]1O3 (stereo not given in full)	18	148	-7%	6	93	87	-3%	-18	148
Cc1ccc(Cn2c(N3CCCCCC3)nc3c2c(=O)[nH]c(=O)n3C)cc1	12	132	-1%	9	69	60	-6%	-12	132
CCCC(C)NC(=O)c1ccc(C2SCC(=O)N2Cc2ccco2)cc1 (stereo not given)	-11	55	13%	-7	74	81	-2%	11	55
CC(C)(C)c1[nH]nc2c1C(c1ccccc1OC(=O)N1CCOCC1)C(C#N)=C(N)O2 (stereo not given)	-6	49	-16%	0	95	95	5%	8	49
Cc1nn(C)c(C)c1S(=O)(=O)N1CCCC(C(=O)NC2CCCCCC2)C1 (stereo not given)	.	.	-20%	3	84	81	1%	.	.
COc1ccccc1N1CCN(CC(O)COc2ccc(S(=O)(=O)N3CCOCC3)cc2)CC1 (stereo not given)	-13	120	-48%	4	99	96	-4%	13	120
COc1ccc(OC(C)C(=O)N2CCc3ccccc3C2)cc1 (stereo not given)	6	156	10%	-18	25	43	-4%	-6	156

Profiles from above.
Cc1noc(C)c1S(=O)(=O)N1CCCC(C(=O)N2CCc3ccccc3C2)C1 (stereo not given) reads NFkB transloc pot = 9; NFkB transloc pot cell count 2 µM = 180; PLAP inhibition = -80%; MRP reversal = -15; MRP reversal cytotoxicity = 66; MRP reversal with doxorubicin = 81; Bcl-B TR3 displacers = -14%; NFkB transloc inh = -9; NFkB transloc inh cell count 2 µM = 180
Cc1ccc(Cn2c(N3CCCCCC3)nc3c2c(=O)[nH]c(=O)n3C)cc1 reads NFkB transloc pot = 12; NFkB transloc pot cell count 2 µM = 132; PLAP inhibition = -1%; MRP reversal = 9; MRP reversal cytotoxicity = 69; MRP reversal with doxorubicin = 60; Bcl-B TR3 displacers = -6%; NFkB transloc inh = -12; NFkB transloc inh cell count 2 µM = 132
